Screening data deposited in PubChem BioAssay by Sanford-Burnham Center for Chemical Genomics.
SENP8 block-1: blocks human SENP8 cleavage of Nedd8 substrate. inhibition, % at 20 µM. recombinant SENP8, Nedd8 substrate fluorescence. AID 602440. Q96LD8. 360,000 tested, 0.64% active; in the data active = inhibition mostly above about 40%, no sharp cut-off; inactive = mostly below about 27%
SENP6 inh: SENP6 protease inhibition | Q9GZR1 | Recombinant SENP6 catalytic domain, aminoluciferin luminescence | inhibition, % at 10 µM | 330,000 tested, 1.8% active;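 active = inhibition above about 50% at the single tested dose, limit read from the data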;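 note: plate controls were DMSO wells with enzyme for no effect and DMSO wells lacking enzyme for full effect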
Target sequence (Q9GZR1 628-1112 limits assumed): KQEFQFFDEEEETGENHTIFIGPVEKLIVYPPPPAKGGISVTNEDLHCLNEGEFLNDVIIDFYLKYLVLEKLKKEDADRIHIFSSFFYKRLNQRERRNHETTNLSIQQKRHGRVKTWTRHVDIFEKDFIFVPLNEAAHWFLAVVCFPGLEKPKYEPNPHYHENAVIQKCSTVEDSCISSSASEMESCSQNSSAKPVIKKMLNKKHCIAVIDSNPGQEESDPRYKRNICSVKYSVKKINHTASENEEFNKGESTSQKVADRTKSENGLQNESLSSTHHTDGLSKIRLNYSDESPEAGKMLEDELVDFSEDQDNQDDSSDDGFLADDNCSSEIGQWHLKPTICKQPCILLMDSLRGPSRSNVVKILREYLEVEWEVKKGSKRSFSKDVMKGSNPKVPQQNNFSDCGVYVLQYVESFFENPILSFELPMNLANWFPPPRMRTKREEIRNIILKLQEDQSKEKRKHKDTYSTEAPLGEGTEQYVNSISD
UBC13 polyUb: human UBC13 polyubiquitination inhibition. P61088. UBC13 polyubiquitin chain formation, TR-FRET. inhibition, % at 20 µM. 330,000 tested, 0.47% active; in the data active = inhibition above about 45%, passing the limit was not always enough
Target sequence (P61088 whole entry, looked up): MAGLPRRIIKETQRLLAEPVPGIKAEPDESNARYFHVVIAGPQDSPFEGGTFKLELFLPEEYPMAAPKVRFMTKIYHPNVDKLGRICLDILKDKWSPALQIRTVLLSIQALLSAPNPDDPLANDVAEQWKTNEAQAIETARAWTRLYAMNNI
HKDC1 inhibitor: blocks human hexokinase HKDC1 activity; recombinant HKDC1, G6PDH/diaphorase resazurin coupled fluorescence; Q2TB90; 340,000 tested, 0.16% active; inhibition, % at 20 µM;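 active = inhibition above about 35% when tested at 20 µM, limit read from the data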;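 note: plate controls were DMSO wells with enzyme for no effect and DMSO wells lacking enzyme for full effect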
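Test system: HK5 enzyme. Quantity: 5 µg/mL HK5 final. Reagent: glucose and ATP substrates. Schedule: 90 min reaction incubation at room temperature, dark. Technique: resazurin-to-resorufin fluorescence via G6PDH and diaphorase coupling, 525/613 nm. Control set: DMSO wells with and without enzyme mix.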
SENP8 block-2: blocks the human protease SENP8; 330,000 tested, 1.2% active; Q96LD8; AID 2540; inhibition, % at 10 µM; purified SENP8, Z-RLRGG-aminoluciferin cleavage, luminescence; in the data active = inhibition above about 50%
PfG6PD inh: PfG6PD (Plasmodium falciparum) enzyme inhibition | PfGluPho enzyme, NADPH resazurin-diaphorase fluorescence | inhibition, % at 20 µM | 350,000 tested, 0.78% active | AID 504690;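 active = inhibition reaching at least a set limit at 20 µM in the primary screen, cut at about 59% in these data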;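 note: 0% = DMSO wells with substrate and 100% = DMSO wells lacking glucose-6-phosphate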
SENP7 inh: SENP7 protease inhibition; Q9BQF6; recombinant SENP7, Z-RLRGG-aminoluciferin luminescence, 40 min; inhibition, % at 5 µM; 330,000 tested, 1.5% active;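 active = inhibition above about 50% at the single test dose, limit read from the data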;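 note: plate controls were DMSO with enzyme for no effect and no enzyme buffer wells for full effect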
SENP1 inh: inhibitors of human SENP1 SUMO protease catalytic domain | Q9P0U3 | recombinant SENP1 catalytic domain, CyPet-SUMO1-YPet FRET cleavage | inhibition, % at 10 µM | 360,000 tested, 0.21% active | AID 624204;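 active = inhibition at least 30% at 10 µM, raw YFP signal under a set limit, fluorescence ratio 0.5 to 1.5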;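 note: 0% = enzyme with DMSO and 100% = no enzyme wells; some results filed as inactive read as strong as hits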
Target sequence (Q9P0U3 419-644 limits assumed): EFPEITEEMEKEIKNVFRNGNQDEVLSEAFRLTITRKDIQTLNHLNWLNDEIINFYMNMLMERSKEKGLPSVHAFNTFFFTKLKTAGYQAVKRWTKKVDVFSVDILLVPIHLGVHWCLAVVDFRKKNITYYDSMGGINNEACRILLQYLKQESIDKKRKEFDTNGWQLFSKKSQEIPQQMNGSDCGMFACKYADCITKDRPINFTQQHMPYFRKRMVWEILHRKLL
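Test system: human SENP1 catalytic domain; medium: Tris pH 8 buffer plus EDTA, NaCl, BME, BSA, NP40, catalase; incubation: 50 min reaction at room temperature; technique: FRET, CFP and YFP emission; controls: no-enzyme low control and enzyme-plus-DMSO high control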
MIN6 prolif: MIN6 beta-cell proliferation induction; MIN6 cells proliferation, ATPlite luminescence, 48 h; cells starved in 0.2% serum; 100% = growth in 10% serum; proliferation, % at 10 µM; 330,000 tested, 0.29% active; AID 2380;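 active = compounds whose signal lies at least 3.5 SD above the mean of all wells on their plate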;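 note: 0% = DMSO-treated cells in low-serum medium and 100% = 10% serum control; some compounds called inactive have numbers as strong as hits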
Starred values were filed as active, the others as inactive; . = no result given.

#	structure	SENP8 block-1	SENP6 inh	UBC13 polyUb	HKDC1 inhibitor	SENP8 block-2	PfG6PD inh	SENP7 inh	SENP1 inh	MIN6 prolif
1	CCCCCCOC(=O)C1=C(C)NC(=O)NC1c1ccc(O)cc1 (stereo not drawn)	18.1	4.5	10.4	0.2	-1.9	3.7	-4.5	0.8	-1.4
2	COc1cccc(-c2nc(CS(=O)(=O)CC(=O)NCCc3ccc(C)cc3)c(C)o2)c1	2.9	-0.8	0.2	8.5	2.1	-14.9	4.5	-0.7	-3.3
3	Cc1nc2cc(NCc3cccs3)ccc2n1C	-39.5	-3.7	-5.9	-4.5	-12.4	4.3	8.9	1.6	1.2
4	Cc1nn(-c2ccccc2)c(NC(=O)c2cccs2)c(-c2ccc(Cl)cc2)c1=O	-5.9	-2.2	-2.5	-1.0	-2.3	-17.4	0.8	3.7	0.0
5	CCOC(=O)c1ccccc1NC(=O)C1CC(=O)N(C2CCCCC2)C1 (stereo not drawn)	-18.8	0.7	-4.1	-9.1	-6.1	2.8	-3.9	2.2	0.5
6	S=c1[nH]nc(Cc2cccc3ccccc23)n1-c1ccccc1	-0.6	-10.0	-4.3	0.0	-9.0	18.9	-8.2	3.5	3.9
7	COc1ccccc1NC(=O)CS(=O)(=O)c1cn(CC(=O)N(C(C)C)C(C)C)c2ccccc12	-38.6	-2.9	-1.1	2.8	-1.9	-7.9	-7.7	1.6	4.2
8	N#CC1(c2ccccc2)CCCN1C(=O)c1ccccc1Br (stereo not drawn)	16.7	1.1	7.4	0.8	1.4	-7.0	-1.6	1.6	-1.2
9	Cc1cc(C(=O)OCn2nnc3ccccc3c2=O)c(C)o1	18.2	-0.9	-6.2	-0.8	-8.3	-1.9	6.0	-1.1	-2.8
10	CCOc1cc(CNc2ccccc2)cc(Br)c1OCc1ccc(F)cc1	21.9	6.3	0.0	-1.6	-3.4	15.3	9.1	1.0	-5.9
11	O=C(CSc1ccc([N+](=O)[O-])cc1)Nc1cccc(S(=O)(=O)N2CCOCC2)c1	11.4	17.8	1.2	0.1	7.7	33.3	6.1	0.3	3.8
12	CC(C)CC(OC(=O)c1ccc(Cl)nc1)C(=O)NC1CCCC1 (stereo not drawn)	7.5	17.2	3.2	4.0	-0.2	-0.4	0.3	0.2	1.4

Exported with values under each structure: 2 of the compounds above.
Order of values – SENP8 block-1, SENP6 inh, UBC13 polyUb, HKDC1 inhibitor, SENP8 block-2, PfG6PD inh, SENP7 inh, SENP1 inh, MIN6 prolif
(11) O=C(CSc1ccc([N+](=O)[O-])cc1)Nc1cccc(S(=O)(=O)N2CCOCC2)c1
  11.4, 17.8, 1.2, 0.1, 7.7, 33.3, 6.1, 0.3, 3.8
(12) CC(C)CC(OC(=O)c1ccc(Cl)nc1)C(=O)NC1CCCC1 (stereo not drawn)
  7.5, 17.2, 3.2, 4.0, -0.2, -0.4, 0.3, 0.2, 1.4

Continued.
#	structure	SENP8 block-1	SENP6 inh	UBC13 polyUb	HKDC1 inhibitor	SENP8 block-2	PfG6PD inh	SENP7 inh	SENP1 inh	MIN6 prolif
13	Cn1c(=O)n(C)c2cc(S(=O)(=O)NCCc3ccccc3)ccc21	27.6	-32.6	-6.6	-2.6	-5.6	-10.8	-1.3	-1.7	-3.9
14	O=C(NCc1ccco1)c1cc2n(n1)C(C(F)(F)F)CC(c1ccc(F)cc1)N2 (stereo not drawn)	0.9	2.5	2.4	6.9	0.2	-1.4	1.7	5.5	-2.3
15	NC(=O)C1(c2ccccc2)CCCN1C(=O)c1ccc(Br)cc1 (stereo not drawn)	9.6	-7.6	11.2	-3.8	-0.9	-5.1	-3.8	0.7	-4.1
16	COc1ccc(S(=O)(=O)n2oc(=O)cc2-c2ccccc2)cc1OC	6.4	-14.0	2.7	-0.2	0.3	13.0	-7.5	2.5	-0.1
17	Cc1ccc(/C=C2\CCC(C3CCCC3)C2=O)cc1 (stereo not drawn)	6.8	88.9*	-10.0	-6.7	40.4	3.1	75.1*	3.6	-2.0
18	Cc1ccccc1OCc1nc2ccccc2c(=O)n1/N=C/c1cccc([N+](=O)[O-])c1	-6.6	-6.3	0.2	12.2	-0.5	10.8	-1.4	3.1	-0.9
19	COc1ccc(C(=O)N2CCNC(=O)C2CC(=O)Nc2cccc(Cl)c2Cl)cc1 (stereo not drawn)	8.9	6.3	-7.2	-3.3	2.3	1.0	-4.5	1.0	-3.5
20	O=C(COC(=O)C1CC1)Nc1ncc(Cl)cc1Cl	0.7	-20.5	-9.2	-4.4	-6.1	15.9	14.8	-7.3	2.7
21	O=C(NCc1cccc(Cl)c1)C1CCC(=O)N(CC2CCCCC2)C1 (stereo not drawn)	1.2	-14.1	-5.0	0.2	0.2	-3.4	-10.7	0.8	0.3
22	COc1ccc(-n2c(Cc3cc(=O)[nH]c(=O)[nH]3)nnc2SCC(=O)NC2CCCC2)cc1	-2.1	-25.6	4.6	2.5	-16.3	-7.6	-18.6	0.8	1.9
23	CCOC(=O)C1=C(O)C(=O)C(C(=O)OCC)C1 (stereo not drawn)	-17.8	.	.	-8.6	.	-25.0	.	3.6	.
24	COc1ccc(OC)c(NC(=O)CS(=O)(=O)c2cn(CC(=O)N3CCOCC3)c3ccccc23)c1	15.0	-13.2	-1.0	14.9	0.9	9.6	3.8	-1.1	-3.3
25	CCc1ccccc1NC(=O)Nc1ccc2c(c1)OCO2	8.4	-12.2	5.7	-4.2	37.1	-4.4	82.4*	1.9	1.6
26	C=CCn1c(O)c(N=NC(=O)CNC(=O)/C=C/c2ccco2)c2ccccc21	15.6	-10.2	-20.7	12.8	1.0	-6.2	6.7	3.2	-2.2
27	O/N=C(\COc1ccccc1O)c1ccccc1	10.8	2.6	-2.8	-11.2	3.1	3.6	8.0	1.0	0.7
28	CNC(=O)c1ncnnc1N(C)C(=O)NCc1ccccc1	23.1	-7.5	3.5	1.3	1.3	4.9	5.8	3.0	-2.0
29	COc1ccc(OC)c(NC(=O)C(=O)NNC(=O)COc2ccc(Br)cc2C)c1	-6.4	7.1	11.2	-6.0	-3.3	-28.2	-0.8	0.7	-1.5
30	O=C(Nc1ccccc1C(=O)NCc1ccc(Cl)cc1)c1ccco1	3.1	-13.9	2.3	-0.6	-7.5	-6.2	-8.9	-30.9	-2.2
31	COc1ccc(OC)c(C2CC(c3ccc(NS(C)(=O)=O)cc3)=NN2C(=O)c2ccccc2)c1 (stereo not drawn)	4.5	-0.6	2.4	11.8	0.9	-24.8	7.6	2.6	-1.8
32	Cn1c(=O)[nH]c(=O)c2c1nc(Br)n2CCCCSc1nc2ccccc2o1	8.4	-4.0	1.6	-3.9	3.9	9.4	-0.6	3.1	-0.4
33	Cc1c(N2C(=O)/C(=C/c3ccc(N(C)C)cc3)N(C)C2=S)c(=O)n(-c2ccccc2)n1C	43.6*	.	.	3.8	.	15.5	.	66.6*	.
34	Cc1cc(C)n2nc(SCC(=O)c3cc(C)n(CC4CCCO4)c3C)nc2n1 (stereo not drawn)	18.9	-2.1	-5.1	5.9	-4.6	5.0	-4.7	-0.1	-3.0
35	CCCC(C)NC(=O)COC(=O)c1ccc(Cl)c(S(N)(=O)=O)c1 (stereo not drawn)	28.2	-7.2	-5.7	-0.1	6.8	-13.9	3.0	4.5	2.8
36	O=C(Nc1cccc(Cl)c1)c1cc(N=Nc2ccc([N+](=O)[O-])cc2Cl)ccc1O	43.1*	-1.4	-104.7	30.8	13.7	-6.6	7.4	4.4	-5.0
37	COc1ccc(-c2c([C@H]3[C@H]4C=CC[C@@H](C)[C@@H]4C(=O)N3Cc3ccccc3)ccc3ccccc23)cc1	12.5	-2.3	-14.2	2.4	-16.1	7.5	-6.2	1.1	-8.4
38	CCCCCCCN1C(Nc2ccccc2)=NC[C@@H]1C	19.5	-1.3	4.7	0.6	-16.9	-4.1	-7.9	2.7	-4.3
39	CC(=O)Nc1ccc(SCCC2CCCCN2C)cc1 (stereo not drawn)	1.9	8.3	-1.1	-1.7	-2.8	-0.9	7.3	-0.6	7.0
40	COc1ccc(N2CCN(CC(=O)N3N=CCC3c3ccccc3)CC2)cc1 (stereo not drawn)	5.5	-6.4	-9.0	-9.6	-1.6	-14.4	-4.0	-1.2	-2.8
41	O=C(NNc1cc(Cl)ccc1Cl)c1c(F)cccc1Cl	16.6	-6.5	3.8	2.0	-1.3	-6.1	0.9	4.5	-2.6
42	CCc1cc2ccc(OC)cc2nc1SCC(=O)NNC(=O)c1ccco1	-44.5	0.9	-7.7	-4.6	0.0	-10.8	-7.8	-3.9	-0.3
43	COc1ccc(CNC(=O)CN2c3ccccc3S(=O)(=O)c3ccccc32)cc1	-61.2	-3.2	18.0	-1.2	-0.5	-3.2	2.7	-8.0	-0.6
44	COc1ccc(OCCCn2ccnc2)cc1	6.1	-9.7	-2.9	0.1	4.2	-9.9	10.0	-1.3	-4.0
45	CCn1c(CNC(=O)c2ccc3c(c2)OCO3)nnc1SCC(=O)Nc1ccccc1F	-0.6	0.3	7.4	-5.2	0.4	2.6	-7.7	3.1	-1.6
46	C/C(Cc1ccccc1)=N\NC(=O)CNC(=O)Cc1ccc(Cl)cc1	19.1	-5.5	7.5	-3.7	2.2	3.3	0.1	0.5	-3.7
47	O=C1NC2(CCCCC2)C(=O)N1c1cccc(Cl)c1	7.2	-20.7	-2.1	1.4	-9.4	-20.7	-16.9	0.2	-2.5
48	O=S(=O)(/N=C(/c1ccccc1Cl)N1CCOCC1)c1ccccc1	1.0	4.8	-3.4	2.8	7.2	-5.2	6.0	-0.7	0.5
49	O=C(N1CCOCC1)N1CCN(C(c2ccccc2)c2ccccc2)CC1	5.6	-6.5	0.9	7.8	-6.3	-12.7	4.3	1.4	-1.5
50	CCC(C)OC(=O)C1=C(C)NC(=O)CC1c1ccccc1OC (stereo not drawn)	17.7	1.5	4.2	2.1	4.5	9.1	-2.4	0.4	-2.5
51	Cc1onc(-c2c(F)cccc2Cl)c1C(=O)NNC(=O)C1CCN(Cc2cccc(F)c2)CC1	7.9	5.1	4.3	-9.0	1.9	-3.3	4.6	1.1	-2.9
52	CCCOc1ccc(C2C(C(=O)/C=C/c3ccco3)=C(O)C(=O)N2CCN2CCOCC2)cc1OC (stereo not drawn)	-14.4	13.7	-11.2	4.2	1.2	24.0	-2.6	-5.2	-1.3
53	CS(=O)(=O)N1N=C(c2cccs2)CC1c1ccccc1 (stereo not drawn)	-1.4	18.8	3.1	-2.2	-1.1	-6.3	1.9	-1.5	-1.0
